GAA glycogen mod – inhibitors or activators of human alpha-glucosidase glycogen cleavage. Potency, µM (series often up to 76.4 µM), for the others: at the highest dose activity change, negative = inhibition, actives largely listed as inhibitors. recombinant GAA, glycogen substrate, Amplex Red glucose oxidase fluorescence. 300,000 compounds, 0.38% hits. AID 2100. P10253; active = well fitted inhibition curve with a large enough effect; inconclusive = small, poorly fitted or top-dose-only effect, or another doubt; inactive = no such curve, though single readings can be large or run the other way;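 also: 0% = full enzyme reaction and -100% = no-enzyme basal signal; the screen sought inhibitors and activators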
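Natural-substrate format: glycogen cleavage by 4 nM human enzyme, glucose read by Amplex Red coupling (Ex 573, Em 610 nm). Normalized to enzyme and no-enzyme controls.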
Starred values were filed as active, the others as inactive; ? = inconclusive; & = joins results of further samples; [ ] = remark or other dose. Potency is read from the fitted curve at half-maximal effect. The list is partial (hit frequency here may not be typical).

SMILES | GAA glycogen mod
CC12CC3CC(C)(C1)CC(C(=O)N1CCN(C(=O)C4CCCO4)CC1)(C3)C2 (stereo not drawn) | -11%[76.3 µM]
CCOCCCNC(=S)Nc1ccc2nc(N3CCN(CC)CC3)cc(C)c2c1 | -16%
CC(C)(C)c1csc(NC(=O)c2ccccc2O)n1 | -1%[76.3 µM]
Cc1ccc(Cl)cc1NC(=O)Cn1c(=O)n(Cc2ccccc2)c(=O)c2oc3ccccc3c21 | 11%[76.3 µM]
CCOc1cccc(/C=C(/C#N)c2nc3ccccc3[nH]2)c1OCC(=O)O | -12%[76.3 µM]
Cc1c(C(=O)NCc2ccccc2Br)oc2c1-c1[nH]ncc1CC2 | -5%[76.3 µM]
N#Cc1cc2cc3c(cc2nc1SCC(=O)N1CCOCC1)OCCO3 | 0%
Cc1ccccc1NS(=O)(=O)c1cccc2nsnc12 | 1%
O=C(NNC(=O)c1cc2ccccc2oc1=O)c1ccccc1[N+](=O)[O-] | -1%[76.3 µM]
Cc1cc(C)cc(N2C(=O)C3CCCN3C2=S)c1 (stereo not drawn) | -18%
CCOCCCNC(=O)CN1C(=O)c2ccccc2Sc2ncccc21 | -8%
Cc1cccc(C)c1Nc1c(-c2ccsc2)nc2ccccn12 | ?
Cc1ccc(O)c(NC(=O)CCS(=O)(=O)c2nc(-c3ccc4c(c3)OCO4)cc(C(F)(F)F)n2)c1 | ?
O=c1c2ccccc2ncn1Cc1ccc(Cl)c(Cl)c1 | 0%[76.3 µM]
COc1ccc2nc(C)cc(Nc3ccc(C)cc3)c2c1 | -9%[76.3 µM]

Reprinted from the part before: 4 entries, then new ones.
SMILES | GAA glycogen mod
Cc1cccc(C)c1Nc1c(-c2ccsc2)nc2ccccn12 | ?
Cc1ccc(O)c(NC(=O)CCS(=O)(=O)c2nc(-c3ccc4c(c3)OCO4)cc(C(F)(F)F)n2)c1 | ?
O=c1c2ccccc2ncn1Cc1ccc(Cl)c(Cl)c1 | 0%[76.3 µM]
COc1ccc2nc(C)cc(Nc3ccc(C)cc3)c2c1 | -9%[76.3 µM]
COc1cc(SC)ccc1C(=O)N(Cc1ccccc1)c1ccccc1 | 0%[76.3 µM]
Cc1ccc(NC(=O)NCC(c2ccccc2)N(C)C)cc1 (stereo not drawn) | -9%
COc1ccccc1NC(=O)CSc1nnc(-c2ccccc2C)o1 | -5%[76.3 µM]
O=C(Nc1ccc(C(F)(F)F)cc1)C(Cc1ccccc1)n1cccc1 (stereo not drawn) | -16%[76.3 µM]
CC(=O)c1sc(NC(=O)C(C)Oc2ccc3c(C)cc(=O)oc3c2)nc1C (stereo not drawn) | -10%[76.3 µM]
Cc1ccc(N2C(=O)C(Cl)=C(N3CCCCCC3)C2=O)cc1 | -9%[76.3 µM]
CC(C)N(C(C)C)S(=O)(=O)c1ccc(NC(=O)c2cnccn2)cc1 | -7%[76.3 µM]
CCOC(=O)COc1ccc(C(c2c(C)[nH][nH]c2=O)c2c(C)[nH][nH]c2=O)cc1 | -7%[76.3 µM]
Cc1ccc2c(c1)C(C)(c1ccccc1)CC(C)(C)N2C(=O)c1ccc(F)cc1 (stereo not drawn) | -15%[76.3 µM]
CCOc1ccc(CN2CCNC(=O)C2CC(=O)NCc2csc(C(C)C)n2)cc1 (stereo not drawn) | 15%[76.3 µM]
Cc1cccc(N(CC(=O)N2CCCCCC2)S(C)(=O)=O)c1C | 23%[76.3 µM]
Cc1ccc(C(=O)Nc2ccc(C(=O)O)cc2NC(=O)c2ccc(C)cc2)cc1 | -10%[76.3 µM]
COCCCNC(=O)c1ccc(CSCc2ccc(C)cc2)o1 | 4%
COc1ccc(NC(=O)N2CCOc3ccc(Cl)cc32)cc1 | 6%[76.3 µM]
CCn1cc(CN2CCC(n3nccc3NC(=O)c3cccc(F)c3)CC2)c(C)n1 | 3%[76.3 µM]
CCCC(=O)Nc1cc(-c2nc3cccnc3s2)ccc1C | -7%[76.3 µM]
CCC(Oc1ccccc1OC)C(=O)Nc1ccc2c(c1)n(C)c(=O)n2C (stereo not drawn) | -6%[76.3 µM]
CC(C)(C)c1ccc(C2/C(=C(\O)c3ccc4c(c3)OCCO4)C(=O)C(=O)N2CCCN2CCOCC2)cc1 (stereo not drawn) | -7%[76.3 µM]
Clc1ccc(-c2cc(CN3CCOCC3)no2)cc1 | 6%
COc1cccc(/C=C2/SC(=S)N(CCC(=O)N3CCOCC3)C2=O)c1 | -6%
O=C(CNC(=O)c1ccccc1F)NCCN1C(=O)S/C(=C\c2ccccc2Cl)C1=O | -10%[76.3 µM]
CCCNC(=O)CN1C(=O)COc2ccc(S(=O)(=O)N3CCCCCC3)cc21 | -9%&6%[76.3 µM]
O=C(NCCc1nnc2ccc(NCCCN3CCOCC3)nn12)c1ccccc1 | -3%[76.3 µM]
Cc1nn(C(=O)c2ccc(Cl)cc2)c(C)c1Sc1ccc(Cl)cc1 | -17%[76.3 µM]
CCCCN1C(=O)CCC(C(=O)O)C1c1ccc([N+](=O)[O-])cc1 (stereo not drawn) | 8%
CCCCOc1ccc(C(O)(CCN2CCOCC2)c2ccccc2)cc1 (stereo not drawn) | -12%
Cc1ccc(CN2CCN(C3CCC3)CC2CCO)cc1 (stereo not drawn) | 10%[76.3 µM]
CCOCc1nnc(NC(=O)CS(=O)(=O)c2ccc(C)cc2)s1 | 2%
COc1ccc(CNC(=O)CCCC(=O)n2nc(C)c3ccccc32)cc1 | 9%[76.3 µM]
CCOC(=O)C1CCN(c2cc3c(cc2NC(=O)c2ccccc2F)n(C)c(=O)n3C)CC1 | 0%[76.3 µM]
Cc1cc(OC(C)C(=O)NCc2ccccn2)c2c(C)c(C)c(=O)oc2c1 (stereo not drawn) | 0%[76.3 µM]
O=S(=O)(c1ccc(Cl)cc1)N1CN(CC2CCCO2)c2nc3ccccc3nc21 (stereo not drawn) | -6%[76.3 µM]
O=C(NCCc1ccccc1)c1ccc2nc(N3CCOCC3)sc2c1 | 9%[76.3 µM]
O=S(=O)(Nc1nc2ccccc2s1)c1cc(F)ccc1F | -3%[76.3 µM]
Cc1ccc(-c2nc3ccccc3o2)cc1NC(=O)c1cccc2c(Cl)cccc12 | -5%[76.3 µM]
Cc1ccc(CNC(=O)c2ccc(Cn3c(SCc4ccc(F)cc4)nc4cccnc43)cc2)o1 | -16%[76.3 µM]
Cc1cc(C)nc(NS(=O)(=O)c2ccc(NC(=O)Cc3ccccc3F)cc2)n1 | 0%
COc1ccc(N2CCN(C(=O)CCC(=O)N3CC(C)Oc4ccccc43)CC2)cc1 (stereo not drawn) | -5%[76.3 µM]
CC(=O)c1ccc(NC(=O)Cn2cnc(S(=O)(=O)N3CCCC3)c2)cc1 | -4%[76.3 µM]
Cc1cccc(CSc2nc(-c3cccc(C)c3)nc3c2Cc2c(CO)cnc(C)c2O3)c1 | 16%[76.3 µM]
COc1ccc(NC(=O)CS(=O)c2cccc(Cl)c2)cc1 (stereo not drawn) | -9%[76.3 µM]
CCN(CC)c1nc2c(S(=O)(=O)c3ccccc3)nnn2c2ccc(Cl)cc12 | 7%[76.3 µM]
Cc1cc(Cc2ccc([N+](=O)[O-])cc2)c(C)cn1 | 16%[76.3 µM]
O=S(=O)(c1cccc(Cl)c1)c1nnn2c1nc(NCc1ccc3c(c1)OCO3)c1sccc12 | 13%[76.3 µM]
COc1ccc(NC(=S)N2CCN(C(=O)c3ccco3)CC2)cc1OC | 1%[76.3 µM]
FC(F)(F)c1cc(Nc2nc3ccccc3c3nncn23)ccc1Cl | -11%[76.3 µM]
O=C(NCc1cccc(F)c1)C1CCC(=O)N(CC2CCCCC2)C1 (stereo not drawn) | 7%[76.3 µM]
O=C(CN(C(=O)CNC(=O)c1cccs1)c1ccccc1F)NC1CCCC1 | 4%
CC(C)[C@H](NC(=O)N1CCn2c1nc1ccccc12)C(=O)NCc1ccc2c(c1)OCO2 | -8%[76.3 µM]
CCC1CCCCN1CCCNC(=O)CNC(=O)c1nn(-c2ccc(OC)c(Cl)c2)c(=O)c2ccccc12 (stereo not drawn) | 2%
CC(C)(C)c1ccc(-c2nnc(-c3ccccc3NC(=O)c3ccc(F)cc3F)o2)cc1 | -8%[76.3 µM]
CCOC(=O)C1CCCCN1S(=O)(=O)c1ccc2c(c1)CC(C)N2C(=O)C1CCC1 (stereo not drawn) | -1%[76.3 µM]
CCc1ccc(-n2nc(CO)c(C(=O)NCc3cccnc3)n2)cc1 | 13%[76.3 µM]
CC(C)CC(OC(=O)CC1Sc2ccccc2NC1=O)C(=O)NC1CCCC1 (stereo not drawn) | -5%[76.3 µM]
CCn1nc(C(=O)NCC(c2cccs2)N2CCOCC2)c2ccccc2c1=O (stereo not drawn) | -3%[76.3 µM]
Cc1cc(NS(=O)(=O)c2ccc(NC(=O)/C=C/c3c(F)cccc3Cl)cc2)no1 | 4%[76.3 µM]
CC(Oc1ccc(Cl)cc1Cl)C(=O)NNC(=O)c1cccnc1 (stereo not drawn) | 5%[76.3 µM]
CCCCN(CC)CCNC(=S)Nc1ccc2nc(N3CCN(C)CC3)cc(C)c2c1 | -7%
Cc1ccc2c(c1)N(C(=O)CCC(=O)NCCCN1CCOCC1)CCO2 | 21%[76.3 µM]
O=C(NC(=S)Nc1nc(-c2ccc([N+](=O)[O-])cc2)cs1)c1ccco1 | 4%[76.3 µM]

Random excerpt: five compounds from above, in no set order.
SMILES | GAA glycogen mod
CC(C)CC(OC(=O)CC1Sc2ccccc2NC1=O)C(=O)NC1CCCC1 (stereo not drawn) | -5%[76.3 µM]
CCOC(=O)C1CCCCN1S(=O)(=O)c1ccc2c(c1)CC(C)N2C(=O)C1CCC1 (stereo not drawn) | -1%[76.3 µM]
CC(Oc1ccc(Cl)cc1Cl)C(=O)NNC(=O)c1cccnc1 (stereo not drawn) | 5%[76.3 µM]
Cc1cc(NS(=O)(=O)c2ccc(NC(=O)/C=C/c3c(F)cccc3Cl)cc2)no1 | 4%[76.3 µM]
CCC1CCCCN1CCCNC(=O)CNC(=O)c1nn(-c2ccc(OC)c(Cl)c2)c(=O)c2ccccc12 (stereo not drawn) | 2%

The list goes on.
SMILES | GAA glycogen mod
CCC(C(=O)NCCc1ccccc1)n1nc(C)n2c(cc3sccc32)c1=O (stereo not drawn) | -4%[76.3 µM]
Cc1nnc(NCc2cccc(Cl)c2)c2ccccc12 | 4%[76.3 µM]
CCC(C)(C)NC(=O)c1cc(S(=O)(=O)N2CCc3ccccc32)cn1C | -6%[76.3 µM]
CC1CCN(C(=O)C2CCCN2S(=O)(=O)c2ccc(Cl)cc2)CC1 (stereo not drawn) | -5%[76.3 µM]
CCCCc1ccc(S(=O)(=O)N/N=C(/C)c2ccncc2)cc1 | 0%[76.3 µM]
COCCNC(=O)c1ccc(CSCc2cccc(Cl)c2)o1 | 3%
Cc1ccc2c(c1)N(C(=O)CCC(=O)NCC(C)c1ccccc1)CC(C)O2 (stereo not drawn) | -11%[76.3 µM]
COc1cccc(NC(=O)CCC2CCN(C(=O)c3cccc(NC(C)=O)c3)CC2)c1 | -5%[76.3 µM]
CCc1ccccc1N(CC(=O)NC1CCCCC1)C(=O)CCCC(=O)Nc1ccccn1 | 0%
Cc1ccc(-c2cc(C(F)(F)F)c(C#N)c(SCC(=O)Nc3ccccc3F)n2)cc1 | -8%[76.3 µM]
Cc1ccc(NC(=O)CN(C)C(=O)c2ccc(Br)o2)cc1 | 9%[76.3 µM]
O=C(CN1CCN(S(=O)(=O)c2ccc(F)cc2)CC1)Nc1ccc(Cl)cn1 | 2%[76.3 µM]
Oc1ccc(-c2nc3ccccn3c2Nc2ccc3c(c2)OCCO3)cc1 | 13µM*
CN(Cc1nc2ccccc2[nH]1)C(=O)C1CCC(=O)N(C2CCCC2)C1 (stereo not drawn) | 5%[76.3 µM]
Cc1c(CC(=O)N[C@@H](C)C(=O)O)c(=O)oc2c(C)c3occ(-c4ccccc4)c3cc12 | -22%
Cc1ccccc1Nc1c(-c2ccc(N3CCOCC3)cc2)nc2ccc(Cl)cn12 | ?
COc1cc(OC)c(C(=O)N(CCc2ccccc2)Cc2ccccc2)cc1OC | -3%[76.3 µM]
COc1ccc(C2CCCN2CC(O)COc2ccccc2C(C)C)cc1 (stereo not drawn) | 5%
C=CCOc1ccc(C(=O)/C=C2/C(=O)Nc3ccccc32)cc1 | -5%
Cn1ncc(Cl)c1C(=O)N1CCN(c2cccc(Cl)c2)CC1 | -7%[76.3 µM]
CC(C)(C)NC(=O)C1CC1(c1ccccc1)c1ccccc1 (stereo not drawn) | -1%
O=C(O)c1cc(-c2ccccc2Cl)n(-c2ccccc2)n1 | -2%
CC(=O)N1c2ccc(S(=O)(=O)N3CCC(C(=O)Nc4cccc(C)n4)CC3)cc2CC1C (stereo not drawn) | -14%[76.3 µM]
COc1ccc(C(=S)N2CCOCC2)cc1OC(=O)c1ccccc1Cl | -10%[76.3 µM]
COc1ccccc1CNC(=O)CCC(=O)N1CCOc2ccc(C)cc21 | 7%[76.3 µM]
CC1CCN(C(=O)Cn2cc(SCC(=O)Nc3ccccc3C(F)(F)F)c3ccccc32)CC1 | -11%[76.3 µM]
Cc1c(C(=O)N2CCNCC2)oc2ccccc12 | -12%
CCN1CCc2c(sc(-n3cccc3)c2C(C)NC(=O)Nc2ccc(Br)cc2)C1 (stereo not drawn) | -9%[76.3 µM]
CN(C)c1ccc(NC(=O)Cn2nnc3sc4c(c3c2=O)CCC(C(C)(C)C)C4)cc1 (stereo not drawn) | 14%[76.3 µM]
COc1ccc(N2Cc3cccc(C(=O)Nc4ccc(C)c(C)c4)c3C2=O)cc1 | -2%[76.3 µM]
